Cneo AK release: causes C. neoformans cell lysis; lysis activity, % at 15 µM; 0.2% of 360,000 active; adenylate kinase release luminescence, 4 h; normalised: neutral wells 0, clomiphene wells 100;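 active = mean lysis activity across replicates of at least 80%, whatever share of replicates individually reach that level; inactive = mean lysis activity below 80%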
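Assay system: Cryptococcus neoformans yeast cells / Dosing: single-point compound dose / Timing: 4 h at 37 °C static, read 1 h later / Measured by: luminescence of released adenylate kinase using an AK detection reagent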
SIRT5 inh: inhibitors of human sirtuin-5 desuccinylase. Q9NXA8. Purified SirT5, succinyl-peptide AMC, trypsin-coupled fluorescence. inhibition, % at 15 µM. 1.1% of 330,000 active. AID 652115; in the data active = inhibition above about 15%
LGR2 antag: blocks bursicon-induced cAMP signaling via Drosophila LGR2 | 0.35% of 380,000 active | inhibition, % at 9.99 µM | HEK293 LGR2, CRE-luciferase, bursicon-stimulated, 4 h;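 active = drop in luminescence signal, shown as inhibition above about 50% in the replicate tests, limit read from the data, passing the limit was not always enough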;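 also: agonist challenge used bursicon conditioned medium at about half maximal strength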
Xi reactivation: X-chromosome reactivation activator; XiGFP mouse fibroblasts, % GFP-positive cells imaging, 3 d; cells co-treated with 5-aza-dC sensitizer; scaled so ellipticine positive control = 100%; AID 743238; 0.055% of 360,000 active; activation, % at 7.58 µM;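 active = mean normalized replicate activation at least 10% and every replicate at or above 10%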;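 also: 0% = median of on-plate neutral control wells and 100% = ellipticine 6 µM median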
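material = 68-5-11 XiGFP fibroblast line | medium = DMEM plus 5-aza-dC sensitizer | schedule = 3 days compound exposure | benchmarks = positive control ellipticine, 6 µM final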
C2C12 statin: protects C2C12 myotubes from simvastatin toxicity. ATP luminescence, 48 h; scaled: DMSO 0, geranylgeraniol control 100. 0.78% of 330,000 active. rescue of ATP level, % at 7.49 µM;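 active = mean ATP rescue above about 67%, or every replicate alone reaching that limit, limit read from the data, passing the limit was not always enough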;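 also: myotubes were challenged with 10 µM simvastatin during compound exposure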
S100A4 inh HTS: inhibitors of human S100A4 binding to myosin IIA peptide; S100A4/TAMRA-MyoIIA peptide fluorescence polarization; inhibition, % at 10.7 µM; 0.14% of 360,000 active; AID 652163;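 active = mean inhibition of at least 70% across replicates, with every replicate also reaching that level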
Target sequence (P26447 whole entry, looked up): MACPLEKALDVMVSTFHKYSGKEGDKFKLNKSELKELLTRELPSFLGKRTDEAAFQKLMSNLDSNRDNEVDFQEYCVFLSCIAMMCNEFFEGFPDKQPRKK
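Material: S100A4 monomer (human). Medium: Calcium-containing HEPES buffer, pH 7.2. Probe or stimulus: labelled myosin peptide probe, 5 nM. Compound dosing: one concentration per compound. Timing: polarization read 5 min after assay mix addition, stable 5–60 min. Benchmarks: DMSO as neutral control, TFP as positive control.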
PGC1a acetyl inh: PGC1a acetylation modulation, inhibitor mode; U2OS PGC1a acetylation, AlphaScreen anti-acetyl-lysine; with virally co-expressed GCN5 acetyltransferase; inhibition, % at 15.6 µM; 0.17% of 350,000 active; AID 651687;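 active = every replicate shows inhibition of at least 40%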;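 also: 0% = neutral control wells and 100% = positive control wells; some results beyond the cut were filed as inactive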
ERAP1 HTS inh: ERAP1 (human) enzyme inhibition; recombinant ERAP1, Leu-AMC fluorescence, 60 min; inhibition, % at 10.7 µM; 0.15% of 340,000 active;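 active = mean replicate inhibition of at least 30%, or all replicates individually reaching that 30% level; inactive = mean below 30% and not every replicate reaching it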;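 also: 0% = neutral control wells and 100% = L-leucinethiol positive control wells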
Target sequence (Q9NZ08 whole entry, looked up): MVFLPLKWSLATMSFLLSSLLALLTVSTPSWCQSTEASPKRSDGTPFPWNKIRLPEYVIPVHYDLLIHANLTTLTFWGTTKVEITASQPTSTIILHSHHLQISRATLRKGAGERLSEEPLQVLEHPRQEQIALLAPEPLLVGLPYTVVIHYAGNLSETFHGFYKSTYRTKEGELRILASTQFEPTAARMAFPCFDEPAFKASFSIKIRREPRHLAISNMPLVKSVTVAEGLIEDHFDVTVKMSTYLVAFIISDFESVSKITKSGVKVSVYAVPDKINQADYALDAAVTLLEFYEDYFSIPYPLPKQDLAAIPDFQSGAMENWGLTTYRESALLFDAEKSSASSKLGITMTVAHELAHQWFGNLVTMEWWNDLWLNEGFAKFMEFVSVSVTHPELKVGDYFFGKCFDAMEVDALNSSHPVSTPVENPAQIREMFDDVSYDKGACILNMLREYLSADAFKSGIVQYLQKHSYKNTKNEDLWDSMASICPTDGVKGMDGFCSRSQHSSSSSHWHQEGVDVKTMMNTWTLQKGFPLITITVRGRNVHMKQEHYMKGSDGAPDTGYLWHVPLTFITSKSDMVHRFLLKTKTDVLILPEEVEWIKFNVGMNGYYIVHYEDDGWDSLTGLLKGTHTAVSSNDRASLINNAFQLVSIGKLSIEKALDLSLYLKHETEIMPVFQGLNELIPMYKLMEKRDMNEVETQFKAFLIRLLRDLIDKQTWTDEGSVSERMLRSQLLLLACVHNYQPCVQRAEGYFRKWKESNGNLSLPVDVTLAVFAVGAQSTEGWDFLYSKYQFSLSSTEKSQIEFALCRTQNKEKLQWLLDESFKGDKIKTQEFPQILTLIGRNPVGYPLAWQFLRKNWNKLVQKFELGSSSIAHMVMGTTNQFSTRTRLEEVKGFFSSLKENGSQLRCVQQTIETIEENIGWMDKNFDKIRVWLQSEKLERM
* hit, by the source's call; / = not tested or not shown. The list is partial; rates above refer to the full screens.

SMILES	Cneo AK release	SIRT5 inh	LGR2 antag	Xi reactivation	C2C12 statin	S100A4 inh HTS	PGC1a acetyl inh	ERAP1 HTS inh
CN(C)c1ccc(C(CNC(=O)c2ccccc2)c2c[nH]c3ccccc23)cc1 (stereo unspecified)	/	-1.6	-0.1	0.0	/	-5.4	/	-1.7
Cc1ccc(-c2ccc([C@H]3[C@H](CO)N4C(=O)CN(C(=O)Nc5cccc(F)c5)C[C@@H]34)cc2)cc1	/	2.8	4.0	0.7	/	-3.5	1.7	-1.7
COc1ccc(C(=O)O/N=C(\N)Cc2cccs2)cc1OC	-4.6	1.7	-17.2	0.0	1.4	0.9	15.2	-4.7
O=C(C[C@@H]1C[C@@H]2c3cc(NC(=O)CC4CC4)ccc3O[C@@H]2[C@@H](CO)O1)NCCc1ccccc1	-11.5	-1.9	-13.2	0.1	1.6	40.3	1.6	2.7
COc1ccc2nc(N(CCN(C)C)C(=O)c3ccc(C(=O)c4ccccc4)cc3)sc2c1	4.1	-1.8	12.8	0.2	-10.6	4.4	-4.4	0.1
c1ccc2c(c1)CCCc1cc(NCCN3CCOCC3)nnc1-2	-0.3	-1.4	3.7	-0.1	4.4	-3.1	-15.0	-2.5
C[C@@H]1CN([C@H](C)CO)C(=O)c2cc(C#CCc3ccccc3)cnc2O[C@H]1CN(C)Cc1cccc(C(=O)O)c1	-0.4	3.0	-1.3	0.0	-4.2	44.6	5.4	0.0
CC1Cc2nc(SCC(=O)Nc3ccc4c(c3)OCO4)n(-c3ccc(F)cc3)c(=O)c2S1 (stereo unspecified)	1.0	0.0	-5.2	0.0	37.2	-17.1	-19.0	3.8
COc1ccccc1CC1CC(=O)N(c2ccc([N+](=O)[O-])cc2)C1=O (stereo unspecified)	1.2	/	11.3	0.2	7.2	0.1	/	-3.4
C[C@H](O)[C@@H]1C(=O)N2CCc3c([nH]c4ccccc34)[C@@H]2C[C@@H]1N(C)Cc1ccc2c(c1)OCO2	-0.3	-5.5	/	0.2	34.9	-3.5	-6.0	-19.3
O=C(c1ccc(Cl)c(S(=O)(=O)N2CCCC2)c1)N1CCCC(C(F)(F)F)C1 (stereo unspecified)	-3.5	5.0	14.6	0.1	9.8	-7.0	-0.9	-0.7
Cc1cnc(C)c(Nc2nc(C(N)Cc3ccccc3)cs2)n1 (stereo unspecified)	2.9	-9.9	10.7	-0.1	-16.3	8.8	0.2	7.2
COc1ccc(NC(C)=O)cc1CNC(=O)CN1CCOCC1	2.1	-3.0	6.4	0.0	6.0	-1.7	-5.0	1.0
C[C@@H]1CN([C@H](C)CO)C(=O)c2cc(-c3ccc(F)cc3)cnc2O[C@H]1CN(C)C(=O)NC1CCCC1	6.8	-2.6	-3.5	-1.1	33.4	-8.6	2.3	-0.1
CO[C@@H]1CN(C)C(=O)c2ccc(NS(C)(=O)=O)cc2OC[C@@H](C)N(C(=O)C2CCOCC2)C[C@@H]1C	1.0	-0.6	3.7	0.4	-6.3	-3.4	0.9	1.1
O=C(C[C@H]1C/C=C\C[C@@H](Cc2ccc(F)cc2)C(=O)OC[C@@H](Cc2c[nH]c3ccccc23)NC1=O)NCCO	-2.0	-2.9	-10.9	0.1	4.3	0.6	3.6	0.3
CN(/N=C/c1ccc(O)cc1O)c1ncc(C(F)(F)F)cc1Cl	/	-4.1	-12.5	0.0	-5.8	-18.5	35.5	/
Cc1ccccc1SCc1noc(C(=O)NCC2CCCO2)c1C(=O)O (stereo unspecified)	-5.9	-1.8	-15.3	0.1	5.5	6.4	/	2.1
CSc1ccc(-c2nc(CN3CCCCC3c3cccnc3)c(C)o2)cc1 (stereo unspecified)	/	-1.5	-11.1	-0.7	1.0	-6.6	8.9	4.5
CC(C)(C)n1nc2c(c1NC(=O)c1cccc(C(F)(F)F)c1)CS(=O)C2 (stereo unspecified)	-0.9	/	-5.2	/	5.5	/	-2.4	/
Cc1ccc(C)c(NC(=O)CSc2nnc(C3CCCCC3)o2)c1	-7.3	/	-0.7	0.0	71.4*	2.3	/	-5.4
O=C1c2sccc2-c2cccc3cccc1c23	-2.1	/	-28.3	0.0	/	2.8	/	11.6
CCCCNC(=O)C1(C)CCC(=O)N1c1cc(C(C)(C)C)nn1C (stereo unspecified)	1.2	-9.4	12.9	0.5	2.7	1.0	6.7	7.4
CO[C@@H]1CN(C)C(=O)c2ccc(NC(=O)c3cnccn3)cc2OC[C@H](C)N(CC2CC2)C[C@H]1C	/	-0.1	-6.5	0.6	/	-8.7	7.5	-0.6
O=C(CN1CCOCC1)N1CCCCN2[C@H](CO)[C@@H](c3ccc(C#Cc4ccccc4)cc3)[C@@H]2C1	46.6	1.2	17.6	0.2	/	-3.6	10.4	-1.7
CCc1nc(SCC(=O)O)c2c3c(sc2n1)COC(C)(C)C3	-3.1	-2.1	13.3	0.1	3.7	-4.1	2.7	2.5
Cc1cnc(=O)[nH]c1SCC(=O)c1ccc(F)cc1	-3.2	0.0	-3.7	0.1	9.7	2.5	0.7	3.6
Cc1ccccc1NC(=O)Cc1c[nH]c2ccccc12	2.6	-1.5	-12.8	0.1	16.6	17.8	29.3	2.0
c1ccc(CC(Nc2cccnc2)c2ccccc2)cc1 (stereo unspecified)	/	/	12.0	-0.1	/	-8.4	/	-0.1
Cc1ccc(OCC(=O)N/N=C/c2cccnc2)cc1	-2.0	-3.1	-0.6	0.0	-5.1	0.2	-2.3	0.8
CC(O)(c1cccnc1)c1nc(-c2cc(F)cc(F)c2)cs1 (stereo unspecified)	-4.9	-1.1	-15.1	0.4	27.6	-0.8	-8.6	-0.5
CCCCn1c(N)c(NCCC(C)C)c(=O)[nH]c1=O	0.3	-3.5	/	0.0	/	1.5	-0.6	-0.3
COc1ccccc1NS(=O)(=O)c1ccc(N2CCOCC2)c(N)c1	-0.5	/	3.7	0.1	-0.9	-12.2	-16.1	-2.3
COc1ccc(C(=O)NNC(=O)Cc2coc3cc(OC)ccc23)cc1	-0.8	/	-0.5	0.0	1.3	0.4	8.8	-0.4
COC(=O)CC#C[C@H](C)[C@@H](NS(=O)(=O)c1ccc([N+](=O)[O-])cc1)C(C)(C)C	/	/	-2.3	0.0	/	1.3	/	-1.6
COc1cc(-c2ccc3c(=O)c4ccccc4sc3c2)cc(OC)c1OC	1.8	/	-18.7	0.0	10.3	21.5	/	0.0
COc1cccc(OC)c1C(=O)Nc1ccc(N2CCCC2)cc1	-1.0	0.1	0.7	0.0	-11.2	-10.9	17.9	0.8
Nc1ccc2cc3[nH]c4cc(N)ccc4c3nc2c1	/	/	/	62.8*	-83.4	16.6	12.2	-1.9
Cc1cc2oc(=O)cc(CN(Cc3ccccc3)Cc3ccccc3)c2cc1Cl	-2.3	-2.9	14.2	0.6	24.1	3.9	-1.4	4.0
Cc1cccc(NC(=O)Nc2nnc([C@@H]3C[C@H](O)[C@@H](CO)O3)s2)c1	-0.1	0.5	-27.2	-0.1	20.3	-1.9	/	-3.9
CCOc1cc(NC(=S)N2CCC(C(N)=O)CC2)c(C(=O)OC)cc1OCC	-3.4	-1.0	0.9	0.3	10.8	3.1	-3.3	-3.9
COc1ccccc1N(C(=O)CN1C(=O)c2ccccc2S1(=O)=O)C(C(=O)NCC1CCCO1)c1ccc(F)cc1 (stereo unspecified)	-5.2	-7.4	1.7	0.1	1.7	-3.6	3.2	0.2
Cc1cc(C)nc(NS(=O)(=O)c2ccc(NC(=O)c3ccc(S(=O)(=O)N(C)C)cc3)cc2)n1	-3.4	3.6	1.7	0.0	28.2	-8.8	-3.4	0.5
C=C1C(=O)O[C@H]2C[C@H]1[C@@H](OC(C)=O)C/C(C)=C/CC/C(C)=C\CC[C@]2(C)O	11.0	-4.4	/	0.7	-45.1	1.2	-34.9	1.8
COc1ccc(C(=O)N/C(=C\c2cn(C)c3ccccc23)C(=O)OCC(C)C)cc1	-1.7	-2.4	-14.7	0.0	/	0.6	/	-1.8

Some of these compounds in order of the ERAP1 HTS inh value, largest number first.
molecule	ERAP1 HTS inh
Cc1cc2oc(=O)cc(CN(Cc3ccccc3)Cc3ccccc3)c2cc1Cl	4.0
Cc1ccc(OCC(=O)N/N=C/c2cccnc2)cc1	0.8
Nc1ccc2cc3[nH]c4cc(N)ccc4c3nc2c1	-1.9
c1ccc2c(c1)CCCc1cc(NCCN3CCOCC3)nnc1-2	-2.5
CCOc1cc(NC(=S)N2CCC(C(N)=O)CC2)c(C(=O)OC)cc1OCC	-3.9

By substructure: the entries above containing a nitro group on carbon (2)
SMILES	Cneo AK release	SIRT5 inh	LGR2 antag	Xi reactivation	C2C12 statin	S100A4 inh HTS	PGC1a acetyl inh	ERAP1 HTS inh
COc1ccccc1CC1CC(=O)N(c2ccc([N+](=O)[O-])cc2)C1=O (stereo unspecified)	1.2	/	11.3	0.2	7.2	0.1	/	-3.4
COC(=O)CC#C[C@H](C)[C@@H](NS(=O)(=O)c1ccc([N+](=O)[O-])cc1)C(C)(C)C	/	/	-2.3	0.0	/	1.3	/	-1.6

(listing goes on)
SMILES	Cneo AK release	SIRT5 inh	LGR2 antag	Xi reactivation	C2C12 statin	S100A4 inh HTS	PGC1a acetyl inh	ERAP1 HTS inh
N#C[C@@H]1[C@H](c2ccccc2-c2ccccc2F)[C@@H](CO)N1C(=O)C1CC1	/	-0.5	-6.4	0.1	/	-0.8	-2.9	-0.6
COCCNc1nc(-c2cc(-c3ccccc3)on2)cc(C(C)C)n1	5.4	/	7.6	0.0	-14.9	/	/	/
O=C(COC(=O)c1ccc(S(=O)(=O)NCc2ccco2)cc1)Nc1ccc(Cl)cn1	/	-0.1	10.2	0.5	/	-1.2	/	1.0
C=C(C)n1c(=O)n(Cc2ccccc2C)c2ccccc21	-0.4	-2.2	0.4	0.1	28.1	-3.2	8.1	-3.6
Cc1nn(CC(=O)O)c2ccccc12	3.7	/	7.3	/	9.3	/	4.6	/
C[C@H]1CN([C@@H](C)CO)C(=O)c2cccc(NC(=O)Nc3ccc4c(c3)OCO4)c2O[C@H]1CN(C)Cc1ccc2c(c1)OCO2	-6.6	0.7	-26.0	0.7	17.5	2.8	-3.7	0.6
CC(Oc1ccccc1)C(=O)N=C1SC2CS(=O)(=O)CC2N1Cc1ccc(F)cc1 (stereo unspecified)	-0.1	-1.9	15.2	0.2	7.3	1.6	-5.1	0.9
Cc1cccc(NC(=O)CC(C)S(=O)(=O)c2ccc3c(c2)NC(=O)CO3)c1C (stereo unspecified)	-1.3	-1.6	-7.2	0.1	3.5	-5.7	-7.4	1.3
C[C@@H]1CN([C@H](C)CO)C(=O)c2cc(C3=CCCC3)cnc2O[C@H]1CN(C)Cc1ccccn1	-3.5	0.3	11.1	0.1	48.0	-1.0	-3.5	0.5
CO[C@@H](CN(C)C(=O)Nc1ccc(F)cc1)[C@H](C)CN(Cc1ccccc1Cl)[C@@H](C)CO	13.4	-12.1	-8.5	0.0	-14.8	-1.1	-1.0	0.0
COC(=O)[C@H](CC(C)C)NS(=O)(=O)N[C@@H](CC(C)C)C(=O)OC	3.5	/	0.4	0.0	6.5	10.0	-4.9	-2.0
Cc1cccc(C)c1OCc1nnc(SCC(=O)Nc2cccc(C(=O)N3CCOCC3)c2)n1C	-0.5	-2.2	17.0	0.0	-3.9	-0.7	-1.3	-2.4
COc1ccc(NC(=O)N(C)C[C@@H]2OCCCC[C@@H](C)Oc3ccc(NC(=O)CCC(F)(F)F)cc3C(=O)N([C@H](C)CO)C[C@@H]2C)cc1	-0.5	2.3	2.7	0.1	-6.4	10.7	-0.5	0.5

Source: PubChem BioAssay (Broad Institute)
